Screens deposited in PubChem BioAssay by The Scripps Research Institute Molecular Screening Center.
ASAP1 GAP inh: blocks human ASAP1-stimulated Arf1 GTP hydrolysis. inhibition, % at 16.5 µM. AID 624377. Q9ULH1. GDP FP detection. actives 0.19% (n = 360,000); in the data active = inhibition above about 25%;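 note: 0% = vehicle with enzyme and substrate and 100% = no enzyme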
PLC-gamma1 inh: inhibitors of human phospholipase C gamma1 | AID 720700 | actives 0.84% (n = 370,000) | purified PLC-gamma1, fluorogenic substrate, fluorescence | inhibition, % at 12.2 µM; in the data active = inhibition above about 9.5%
ADAM17 inh: inhibits human ADAM17. actives 0.83% (n = 370,000). recombinant ADAM17, EDANS/DABCYL FRET peptide cleavage. P78536. inhibition, % at 6.95 µM;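 active = inhibition above the mean of compounds lying between control limits plus 3 SD, set per campaign, cut at about 8.5% in these data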;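 note: 0% = DMSO-only wells as the low control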
Target sequence (P78536 215-824 limits assumed): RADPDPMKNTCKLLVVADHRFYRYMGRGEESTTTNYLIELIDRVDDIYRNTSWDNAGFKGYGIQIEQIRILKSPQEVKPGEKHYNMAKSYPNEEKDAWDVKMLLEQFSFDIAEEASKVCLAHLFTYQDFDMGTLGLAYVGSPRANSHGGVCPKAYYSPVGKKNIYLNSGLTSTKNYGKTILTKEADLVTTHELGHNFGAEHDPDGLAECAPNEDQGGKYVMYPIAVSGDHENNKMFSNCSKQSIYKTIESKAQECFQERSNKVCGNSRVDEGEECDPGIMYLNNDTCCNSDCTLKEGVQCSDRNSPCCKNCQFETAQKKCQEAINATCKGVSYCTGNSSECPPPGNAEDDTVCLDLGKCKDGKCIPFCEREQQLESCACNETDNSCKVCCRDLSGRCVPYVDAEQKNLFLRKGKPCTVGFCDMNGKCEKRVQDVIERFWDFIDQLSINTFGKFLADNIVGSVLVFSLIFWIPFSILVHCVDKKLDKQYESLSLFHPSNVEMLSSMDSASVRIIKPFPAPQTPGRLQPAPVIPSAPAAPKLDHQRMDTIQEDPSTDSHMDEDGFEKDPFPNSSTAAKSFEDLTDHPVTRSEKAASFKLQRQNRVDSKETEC
ARFGAP1 inhibitor: rat ARFGAP1 inhibition. actives 0.26% (n = 360,000). Arfgap1-stimulated ARF1 GTP hydrolysis, GDP FP detection. inhibition, % at 16.5 µM;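 active = inhibition above a per-plate limit, mean inhibition of low control wells plus 3 SD, cut at about 25% in these data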;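 note: 0% = DMSO wells with enzyme and 100% = wells lacking Arfgap1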
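Assay system: purified rat His6-Arfgap1 residues 1-136 (GAP domain); Reagent: human Δ17 ARF1 bound to GTP; Dosing: 16.5 µM single point, 1.26% DMSO; Times: GTP hydrolysis reaction 2 h at 25 °C; Signal: FP, GDP Alexa 633 tracer displaced from anti-GDP antibody, 620/688 nm; Measure: % inhibition from polarization.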
SIAE primary: inhibitors of human sialic acid acetylesterase SIAE | Q9HAT2 | SIAE FP-Rh probe binding, fluorescence polarization | inhibition, % at 9.66 µM | actives 0.69% (n = 370,000);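 active = inhibition above a cutoff: mean of compounds within the control limits plus 3 SD of those, cut at about 17% in these data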;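 note: 0% = plate median of compound wells and 100% = probe without SIAE protein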
Target sequence (Q9HAT2 whole entry, looked up): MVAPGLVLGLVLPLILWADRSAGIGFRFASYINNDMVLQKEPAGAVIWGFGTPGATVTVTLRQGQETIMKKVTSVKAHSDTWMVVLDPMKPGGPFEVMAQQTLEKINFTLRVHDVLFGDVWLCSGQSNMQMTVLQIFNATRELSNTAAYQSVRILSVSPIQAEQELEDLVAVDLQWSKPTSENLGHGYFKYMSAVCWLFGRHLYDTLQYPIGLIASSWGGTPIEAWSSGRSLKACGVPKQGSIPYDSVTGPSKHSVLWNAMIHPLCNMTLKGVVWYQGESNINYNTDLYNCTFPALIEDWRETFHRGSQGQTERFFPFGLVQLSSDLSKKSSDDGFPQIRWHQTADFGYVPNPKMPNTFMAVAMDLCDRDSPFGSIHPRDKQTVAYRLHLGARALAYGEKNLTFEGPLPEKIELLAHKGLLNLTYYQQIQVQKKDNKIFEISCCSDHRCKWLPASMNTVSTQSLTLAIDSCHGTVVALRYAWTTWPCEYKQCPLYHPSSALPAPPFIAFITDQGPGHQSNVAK
ADAM10 inh: ADAM10 inhibition, QFRET primary screen | actives 0.62% (n = 370,000) | recombinant ADAM10, EDANS/DABCYL FRET peptide cleavage, 3 h | inhibition, % at 7 µM | O14672;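 active = inhibition above a per-campaign cutoff equal to the mean of compounds falling between control-based bounds plus 3 SD, cut at about 20% in these data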;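 note: 0% = DMSO wells while the 100% control is not disclosed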
Tn7 DDE FP: inhibitors of Tn7 peptide binding to human fibrin DD(E); FP displacement of FITC-Tn7 peptide from fibrin DD(E); 0% = median of compound wells per plate; inhibition, % at 8.3 µM; actives 0.13% (n = 370,000);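 active = inhibition above the mean of compounds falling within the control limits plus 3 SD of them, cut at about 14% in these data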;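 note: 0% = plate median of compound wells and 100% = 10 µM Aha-Tn7 peptide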
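system = human fibrin DD(E) protein | quantity = DD(E) 2 µM final | medium = Tris/NaCl/CaCl2 buffer, pH 7.8 | also added = labelled Tn7 tracer, 0.1 µM | compound dosing = single point at 8.3 µM | timing = compound with protein 10 min, then 3 h after probe, room temperature | signal = FP measurement | benchmarks = Aha-Tn7 high control | repeats = one replicate per compound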
TDP2 absorb: TDP2 (human) inhibition, absorbance primary screen; actives 0.34% (n = 370,000); recombinant TDP2, T5PNP hydrolysis, p-nitrophenol absorbance 415 nm; O95551; inhibition, % at 12.8 µM;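 active = inhibition above the mean of all tested compounds plus 3 SD, set per campaign, cut at about 25% in these data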;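 note: 0% = DMSO with enzyme and 100% = buffer with substrate but no TDP2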
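Read-out basis: percent inhibition. System: recombinant human TDP2. Buffer or medium: Mg2+-containing Tris-HCl buffer, pH 7.5. Repeats: single replicate. Timing: reaction 2 h, 37 °C. Benchmarks: high control without enzyme, low control DMSO plus TDP2. Probe or stimulus: 5 mM T5PNP. Doses: 12.8 µM only. Measured by: epi absorbance of p-nitrophenol freed from T5PNP by hydrolysis.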
PLC-beta3 inh: blocks human PLC-beta3 enzyme activity; Purified PLC-beta3, fluorogenic substrate, fluorescence; inhibition, % at 12.2 µM; actives 0.18% (n = 370,000); AID 720704; in the data active = inhibition above about 11%;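 note: 0% = median of compound wells on plate and 100% = full blocker control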
DDE Tn6 FP inh: DD(E)-Tn6 binding inhibition, primary FP screen. Fibrin DD(E) TRITC-Tn6 fluorescence polarization displacement. P02675. inhibition, % at 8.3 µM. actives 0.21% (n = 370,000);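 active = inhibition above a per-campaign cutoff: mean of compounds within control limits plus 3 SD, cut at about 15% in these data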;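 note: 0% = median of all compound wells on the plate and 100% = blocking peptide control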
Active calls of the source: *; i = inactive; x = not tested or not shown; & = joins results of further samples.

ARFGAP1 inhibitor	ADAM10 inh	ASAP1 GAP inh	ADAM17 inh	TDP2 absorb	PLC-gamma1 inh	SIAE primary	PLC-beta3 inh	DDE Tn6 FP inh	Tn7 DDE FP	structure
-8	-10	0	-6	2	1	-3	0	0	0	Cc1ccc([N+](=O)[O-])c(NC(=O)COC(=O)CCNS(=O)(=O)c2cccs2)c1C
-2	0	7	1	-3	1	1	-3	4	-4	CCCc1c(C)nc(N2CCN(c3ccccc3OC)CC2)[nH]c1=O
4&-5	9&5	-10&6	-1&-2	-10&-1	7&3	1&9	8&1	-12&7	0&3	COc1ccccc1OCC(=O)O
8	-5	-9	-7	3	0	1	0	-4	-1	O=S(=O)(NCC1CCCO1)c1cccc(C(F)(F)F)c1 (stereo not drawn)
-2	-2	10	-7	0	-2	8	0	1	-6	CN(C(=O)c1ccc2c(c1)OCO2)C1(C(=O)NC2CCCCC2)CCCCC1
2	-23	-5	-4	-11	-9	-2	-10	15	3	CCn1c(CSc2nc3ccccc3n2C)nc2ccccc21
-12	-3	7	-3	-4	2	11	-3	6	3	COC(=O)c1ccc(CN2CCC(CO)(Cc3ccc(OC)cc3)CC2)cc1
-2	0	6	-2	-1	2	5	-2	-8	-5	O=C1CC(N2CCN(c3ccc(F)cc3)CC2)C(=O)N1c1ccc2c(c1)OCO2 (stereo not drawn)
3	1	3	-4	3	1	3	0	-2	8	O=C1CC(c2ccccc2)CC(O)=C1C=NCc1ccco1 (stereo not drawn)
2	4	-12	-7	-15	-2	-10	-2	1	2	COC(=O)c1c(NC(=O)CSc2nc3ccccc3c(=O)n2-c2ccccc2)sc(C)c1C
11	-1	7	2	3	2	3	3	6	0	COC(=O)c1ccc(NC(=O)CSc2nnc(CNc3ccc(F)cc3)n2C)cc1
-16	-14	-1	-6	0	-1	0	1	-4	4	O=C1NC(Cc2ccccc2)c2nc3cc(F)c(F)cc3c(=O)n2-c2ncccc21 (stereo not drawn)
2	21*	5	11*	-1	5	-41	1	-14	1	O=C(CNC(=O)c1[nH]cnc1C(=O)NC(c1ccccc1)c1ccccc1)OCc1ccccc1
12	1	-10	-4	8	2	-6	-2	-4	4	O=C(CN1C(=O)NC2(CCCC2)C1=O)Nc1nc(-c2ccc(F)cc2)cs1
-2	2	8	1	5	3	0	1	0	1	O=C(Cn1cc(C(=O)C2CC2)c2ccccc21)NCC1CCCO1 (stereo not drawn)
-2	-3	1	2	3	0	-2	4	1	2	O=C(CSc1ccc2ccccc2n1)Nc1nsc(-c2ccc(Cl)cc2)n1
5	3	-1	6	-13	0	3	-8	1	-6	COc1ccc(-c2ccc(N(C)C)cc2)cc1[C@H]1[C@H]2C=CC[C@@H](C)[C@@H]2C(=O)N1Cc1ccccc1
7	-4	-1	2	3	0	3	-5	-5	4	Cc1ccccc1C(=O)N1CCC(C(=O)NC2CCCC2)CC1
-5	-5	-11	2	-18	-2	1	-8	3	-2	Cc1cc(OCC(O)CN2CCc3ccccc3C2)cc(C(C)C)c1 (stereo not drawn)
10	7	4	0	-1	-5	-3	-6	5	3	N#Cc1c2c(nc(N)c1-c1ccccc1)CCCCC2
-13	-2	-6	2	11	6	5	-5	1	-2	Cc1nc2ccccn2c1C(=O)NN=C1C2CC3CC(C2)CC1C3
-5	-3	4	-2	16	1	7	-4	1	-1	CC(=O)c1cccc(NC(=O)c2cccc(N3C(=O)c4ccccc4C3=O)c2)c1
5	1	-17	-2	-5	1	6	1	-1	-1	Fc1ccc(-c2csc(N3CCSCC3)n2)cc1
13	0	-1	-5	15	0	-6	-2	-7	-1	O=C(CSc1ncnc2ccccc12)NCC(=O)c1ccccc1
12	-4	2	-2	3	0	-8	2	-6	-4	O=c1nc(N2CCCCC2)nc(Nc2ccccc2)[nH]1

(next part)
ARFGAP1 inhibitor	ADAM10 inh	ASAP1 GAP inh	ADAM17 inh	TDP2 absorb	PLC-gamma1 inh	SIAE primary	PLC-beta3 inh	DDE Tn6 FP inh	Tn7 DDE FP	structure
-4	7	-8	0	-2	4	-11	-4	-4	2	COc1ccc(N(C(=O)c2ccncc2)S(=O)(=O)c2cccc([N+](=O)[O-])c2)cc1
-9	8	-9	2	-9	2	-3	3	3	11	Cc1ccccc1C(=O)N1CCC2CC1c1cc(-c3ccc(F)cc3)ccc12 (stereo not drawn)
-4	8	-1	-1	-4	-1	-5	0	-8	-1	CCC(CC)C(=O)N(C)c1c(C)nc2c(OCCC3CCCCC3)cccn12
-3	4	5	1	12	3	20*	4	-2	-2	CCOC(=O)CC(=O)CSc1nc2c(sc(=S)n2-c2ccc(OCC)cc2)c(=O)[nH]1
-1	1	2	-2	-3	-4	-7	-13	0	0	COc1cccc(C2=CC(=O)C[C@H](c3ccc(OC)c(OC)c3)C2)c1
5	-4	-7	-3	5	2	0	2	-7	0	O=C(NCc1cccnc1)c1[nH]c(C(F)(F)F)nc1-c1ccccc1
14	10	-9	2	-11	-2	6	-6	4	-7	COc1ccc(C(=O)NC2CCCc3ccccc32)c(OC)c1OC (stereo not drawn)
4	-6	0	-2	7	-2	-2	1	9	3	O=C(NC(=S)N1CC=CCC1)c1ccccc1
-2	3	-8	-1	-11	3	2	-2	-2	-2	COc1cc(C(=O)NCc2nnc(SCC(=O)c3ccccc3)o2)cc(OC)c1OC
-1	4	12	4	-11	1	1	3	-2	-4	O=[N+]([O-])c1cccc(C(=S)N2CCN(c3ccccc3F)CC2)c1
-2	15	5	-1	-6	3	5	7	-3	-5	O=C(OCn1nnc2ccccc2c1=O)c1cc(-c2ccccc2Cl)nc2ccccc12
7	1	-7	-2	-7	-1	2	-3	5	4	CCc1ccc2c(c1)C(O)(CC(=O)c1cccs1)C(=O)N2 (stereo not drawn)
7	-431	-14	-163	4	-43	5	-55	3	2	CCN(CC)CCN(Cc1cc2cc3c(cc2[nH]c1=O)OCO3)C(=S)NCCOC
11	6	12	4	9	0	-18	2	-5	-9	COc1ccc(NS(=O)(=O)c2ccc(NC(=O)c3ccc(N(C)S(C)(=O)=O)cc3)cc2)cc1
5	i	7	-160	-1	-401	-2	i	-2	2	O=c1c(-c2ccccc2)coc2c(CN3CCOCC3)c(O)ccc12
-5	-12	2	-5	9	-2	2	-1	9	6	Cc1ccc(S(=O)(=O)NCC(=O)NC2CCCC2)cc1
1	-10	-5	-6	9	0	3	1	2	0	Cc1cc(C)nc(NC(=O)c2ccc([N+](=O)[O-])o2)n1
-11	-12	-3	0	-7	2	2	-4	4	-6	COc1ccc(C)cc1CN(C)c1ccc(S(=O)(=O)N2CCN(C)CC2)cn1
15	-1	18	-4	-7	0	-4	-4	0	3	Cc1cccc(NC(=O)CCS(=O)(=O)c2cccc3nsnc23)c1C
-8	8	14	-2	9	-4	4	2	7	13	Cc1ccccc1CSc1nnc(NC(=O)C2COc3ccccc3O2)s1 (stereo not drawn)
-11	-2	-5	-2	7	2	9	-6	6	-4	CN(C(=O)CSc1nc2ccccc2o1)C1CCCCC1
2	-2	-7	-2	5	2	0	1	15	-3	C[C@H]1COc2cc(N(C)CCO)ccc2S(=O)(=O)N1
4	-9	9	-2	-9	-3	4	-3	-1	-3	Clc1ccc(-n2nnc(-c3cccnc3Cl)n2)cn1
-9	-12	0	-4	-5	-4	5	-8	-1	-4	COCCN(Cc1nc2ccccc2c(=O)[nH]1)C(=O)COc1cccc(C(C)=O)c1
11	-13	6	-7	0	-162	-43	-262	-15	-7	COc1ccc(C=CC(=O)c2ccc3cc(OC)c(OC)cc3c2)cc1OC

Going on with the list:
ARFGAP1 inhibitor	ADAM10 inh	ASAP1 GAP inh	ADAM17 inh	TDP2 absorb	PLC-gamma1 inh	SIAE primary	PLC-beta3 inh	DDE Tn6 FP inh	Tn7 DDE FP	structure
4	-6	10	0	1	-2	-1	-7	-1	-6	CCN(CC)CCCNC(=O)c1cc(Nc2ccc(OC)cc2OC)nc2ccccc12
3	0	1	-2	1	2	-2	-4	2	-4	CCC12CC3CC(C1)CC(C(=O)NNC(N)=O)(C3)C2
4	3	3	-5	1	0	-5	-1	-3	7	CC(=O)Nc1cc2c(cc1NC(=O)c1cnccn1)OCCO2
7	-7	13	-3	4	7	1	-3	3	0	CCc1nnc(NC(=O)CSc2nccn2-c2ccccc2)s1
1	-139	7	-35	-8	-167	4	-190	-6	0	Cc1ccc(C2Oc3ccccc3C3=C2C(c2cccs2)n2ncnc2N3)cc1 (stereo not drawn)
7	-22	3	-13	56*	-227	9	-287	5	1	CN(C)c1cccc2c(S(=O)(=O)Nc3ccccn3)cccc12
3	-6	-10	-4	6	-1	3	-5	5	-3	O=C(Nc1ccc(SC(F)F)cc1)c1ccc2c(=O)n3c(nc2c1)CCC3
4	-1	-10	-3	4	0	4	0	1	3	C=CCCN(C1CCCC1)S(=O)(=O)c1ccccc1Br
-3	-1	3	-3	-3	4	0	-11	-6	0	COc1cccc(C(C)NC(=O)C2CCCC2)c1 (stereo not drawn)
5	-49	-1	-20	2	-101	-1	-108	0	7	Cc1ccc2nc3c(cc2c1)c(NC(=O)c1ccco1)nn3CC(C)C
-2	13	11	5	-6	-2	-3	-6	1	4	CC1(C)CC(=O)C=C(c2ccc(-c3ccc4[nH]ccc4c3)cc2)C1=O
x	-9	x	-4	-12	5	-6	-1	4	6	Nn1c(SCc2ccc([N+](=O)[O-])cc2)nnc1-c1cc(-c2ccccc2)n[nH]1
-7	5	-1	6	-17	3	0	7	-2	2	Cc1ccc2c(c1)N(C(=O)CCC(=O)N1CCC(C(N)=O)CC1)CC(C)O2 (stereo not drawn)
1	-1	-2	-3	14	0	-1	-4	3	-1	CCN(Cc1ccccc1)C(=O)Cn1c(=O)n(-c2ccc(OC)cc2OC)c(=O)c2c(C)c(C)sc21
5	i	11	-132	0	-139	-1	-206	-8	-8	Nc1nc2c(C(=O)N3CCOCC3)nnn2c2ccccc12

Four compounds drawn at random from those above:
ARFGAP1 inhibitor	ADAM10 inh	ASAP1 GAP inh	ADAM17 inh	TDP2 absorb	PLC-gamma1 inh	SIAE primary	PLC-beta3 inh	DDE Tn6 FP inh	Tn7 DDE FP	structure
7	-7	13	-3	4	7	1	-3	3	0	CCc1nnc(NC(=O)CSc2nccn2-c2ccccc2)s1
-2	13	11	5	-6	-2	-3	-6	1	4	CC1(C)CC(=O)C=C(c2ccc(-c3ccc4[nH]ccc4c3)cc2)C1=O
3	-6	-10	-4	6	-1	3	-5	5	-3	O=C(Nc1ccc(SC(F)F)cc1)c1ccc2c(=O)n3c(nc2c1)CCC3
5	-49	-1	-20	2	-101	-1	-108	0	7	Cc1ccc2nc3c(cc2c1)c(NC(=O)c1ccco1)nn3CC(C)C
